Source: PubChem (National Center for Advancing Translational Sciences (NCATS))
Tau fibril ThT = tau fibrillization inhibition (ThT binding); 2.1% of 270,000 active; recombinant tau K18 P301L, heparin-induced fibrillization, ThT fluorescence; P10636; Potency, µM (series often up to 57.4 µM), without a hit: at the top dose activity, negative = inhibition, hits mostly inhibitors; also: % is scaled to controls: 0 for no effect and ±100 for the full control effect; nearly all actives have a fitted effect of over 55% in size
Target sequence (P10636 561-689 P618L limits assumed): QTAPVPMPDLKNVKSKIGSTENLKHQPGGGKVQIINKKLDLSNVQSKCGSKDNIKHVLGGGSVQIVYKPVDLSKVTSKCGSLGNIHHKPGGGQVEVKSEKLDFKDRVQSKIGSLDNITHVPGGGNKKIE
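ThT emission at 510 nm, taken 1 hr after adding 30 uM dye, quantifies aggregates formed when 20 uM heparin acts on human tau K18 P301L for 6 hr at 37 C.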
L3MBTL1 inh = blocks human L3MBTL1; AID 485360; Potency, µM (series often up to 57.1 µM), inactives show top-dose activity, negative = inhibition, actives largely listed as inhibitors; AlphaScreen L3MBTL1–H3K9me1 peptide binding; 0.66% of 230,000 active; also: % is scaled to controls: 0 for no effect and ±100 for the full control effect; nearly all actives have a fitted effect of over 60% in size
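AlphaScreen proximity signal between nickel-chelate acceptor and streptavidin donor beads (final 10 ug/mL) reports binding of 50 nM L3MBTL1 to 75 nM biotin-H3 K9me1 peptide; complex incubated with compounds 30 min at room temperature; cefsulodin titration as control.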
KinaseGlo FLuc = blocks Kinase-Glo luciferase, a counter-screen artifact; Q27757; AID 1379; Potency, µM (series often up to 38.3 µM), inactives show at the top dose activity change, negative = inhibition, hits mostly inhibitors; 0.28% of 200,000 active; Kinase-Glo luciferase, ATP luminescence, 8 min; also: % is scaled to controls: 0 for no effect and ±100 for the full control effect; nearly all actives have a fitted effect of over 60% in size
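Recombinant Kinase-Glo luciferase, 10 uM ATP (linear range), luciferin; imidazole pH 7.2 / KCl / MgCl2 / Tween / BSA buffer; 8 min RT; luminescence.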
JMJD2E inh = inhibitors of human JMJD2E histone demethylase; B2RXH2; JMJD2E catalytic domain, FDH-coupled NADH fluorescence (FDH is formaldehyde dehydrogenase); Potency, µM (top dose mostly 57.1 µM), without a hit: at the top dose activity change, negative = inhibition, actives largely listed as inhibitors; 1.6% of 230,000 active; active = well fitted inhibition curve with a large enough effect, not every such curve was filed as active; inconclusive = small, poorly fitted or top-dose-only effect, or another doubt; inactive = no such curve, though single readings can be large or run the other way;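 also: 0% = wells with enzyme and -100% = buffer wells without enzyme; nearly all actives have a fitted effect of over 50% in size; many of its hits are not listed in these tables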
Target sequence (B2RXH2 1-337 limits assumed): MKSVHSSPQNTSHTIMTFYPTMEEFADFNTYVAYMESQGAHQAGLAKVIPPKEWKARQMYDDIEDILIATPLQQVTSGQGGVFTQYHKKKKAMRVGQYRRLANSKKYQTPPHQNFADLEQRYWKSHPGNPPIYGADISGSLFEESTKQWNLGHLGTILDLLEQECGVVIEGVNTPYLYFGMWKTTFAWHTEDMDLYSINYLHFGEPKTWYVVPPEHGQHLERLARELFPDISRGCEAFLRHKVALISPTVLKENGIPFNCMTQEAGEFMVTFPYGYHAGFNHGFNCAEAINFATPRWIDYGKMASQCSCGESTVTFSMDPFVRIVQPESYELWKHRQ
ALDH1A1 inh = blocks purified human ALDH1A1 activity. Potency, µM (top dose mostly 75.3 µM), without a hit: top-dose activity, negative = inhibition, hits mostly inhibitors. P00352. AID 1030. Purified ALDH1A1, NADH fluorescence, propionaldehyde substrate. 7.3% of 220,000 active; active = well fitted inhibition curve with a large enough effect, not every such curve was filed as active; inconclusive = small, poorly fitted or top-dose-only effect, or another doubt; inactive = no such curve, though single readings can be large or run the other way;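 also: plate controls were no enzyme wells and a reference inhibitor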
Target sequence (P00352 whole entry, looked up): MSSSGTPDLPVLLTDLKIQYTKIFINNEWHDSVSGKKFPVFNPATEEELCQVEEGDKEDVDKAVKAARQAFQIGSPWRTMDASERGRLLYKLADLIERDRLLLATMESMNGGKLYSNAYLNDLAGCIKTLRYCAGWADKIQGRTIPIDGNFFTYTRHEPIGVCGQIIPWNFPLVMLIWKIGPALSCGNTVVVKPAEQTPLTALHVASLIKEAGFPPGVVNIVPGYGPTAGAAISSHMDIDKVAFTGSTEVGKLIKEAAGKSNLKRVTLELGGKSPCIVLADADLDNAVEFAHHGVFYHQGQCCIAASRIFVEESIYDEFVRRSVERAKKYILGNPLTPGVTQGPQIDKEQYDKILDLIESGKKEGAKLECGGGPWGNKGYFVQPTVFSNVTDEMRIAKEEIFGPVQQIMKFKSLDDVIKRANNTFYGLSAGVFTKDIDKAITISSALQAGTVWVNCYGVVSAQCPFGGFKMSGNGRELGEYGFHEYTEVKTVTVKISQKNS
SMN2 splice enh = enhancers of SMN2 splice variant expression; Potency, µM (titrated, usually from 46.1 µM), without a hit: top-dose activity change, positive = activation, usual class: activators; HEK293 SMN2-luciferase splicing reporter, luminescence, 30-36 h; 2.8% of 210,000 active; AID 1458; also: % of control where 0% means no effect; nearly all actives have a fitted effect of over 55% in size
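qHTS luciferase splicing reporter: luminescence rises when SMN2 exon 7 is included in transfected HEK293 cells. Compound exposure lasted 30-36 h at 37C, with 4.5 mM final sodium butyrate as control, followed by a ONE-Glo read.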
RECQ1 helicase = inhibitors of human RECQ1 DNA helicase; P46063; RECQ1 DNA unwinding, red fluorescence kinetic read; Potency, µM (top dose mostly 57.3 µM), inactives show at the highest dose activity, negative = inhibition, usual class: inhibitors; 0.54% of 240,000 active; AID 2549;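 also: plate controls were vehicle for no effect and no enzyme for full effect; nearly all actives have a fitted effect of over 30% in size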
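50 nM RECQ1T1 preincubated 15 min with compound in Tris pH 8.0 buffer with MgCl2, DTT, Tween-20 and 2.5 ug/ml poly(dI-dC); started with 200 nM TAMRA/BHQ-2 forked duplex and 2 mM ATP. Unwinding read as fluorescence (525/598 nm), two reads 2 h apart.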
LMNA splice mod = modulators of lamin A splicing; 0.01% of 200,000 active; HeLa LMNA splicing GFP/RFP minigene ratio, 48 h; Potency, µM (series often up to 46.1 µM), for inactives: at the highest dose ratio change, negative = inhibition, most hits filed as inhibitors; AID 1487; active = well fitted inhibition curve with a large enough effect in the signal ratio, with a control signal flat, not every such curve was filed as active; inconclusive = small, poorly fitted or top-dose-only effect, or effect the other way, or a change in a side signal; the % refers to the signal ratio; also: % is scaled to controls: 0 for no effect and ±100 for the full control effect
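S3 HeLa cells stably expressing lamin A-EGFP splicing minigene plus DsRed2, 600 cells/well, 48 h compound exposure at 37C. Laser-scanning cytometry; analysed as GFP (500-530 nm)/RFP (575-640 nm) total intensity ratio; 0.5% DMSO vehicle.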
Starred values were filed as active, the others as inactive; i = inactive; ? = inconclusive; . = no result given; [ ] = another dose, or the depositor's remark. Unless noted, calls follow the shape of the dose curve; as a rule, active = well fitted curve in the direction sought with a large enough effect; inconclusive = small, poorly fitted or top-dose-only effect, or another doubt; inactive = no such curve, though single readings can be large; an effect the other way counts as inactive or inconclusive. Potency is read from the fitted curve at half-maximal effect. These rows are one share of the data; rates above refer to the full screens.

SMILES	Tau fibril ThT	L3MBTL1 inh	KinaseGlo FLuc	JMJD2E inh	ALDH1A1 inh	SMN2 splice enh	RECQ1 helicase	LMNA splice mod
CCc1nc(SCC(=O)OC(C)C)c2ccccc2n1	-12%	13%	-2%	-2%	-2%	-7%	i	?
COc1ccccc1-n1c(C)cc(SC)c(C(C)=O)c1=S	-7%	.	-1%	4%	3%	0%	i	7%
CCCCCc1ccc(OCCCC[n+]2cccc(C)c2)c(CCCCC)c1	?	2%	-4%	?	?	.	-5%	?
Cc1cc(C(=O)Nc2ncc(C)s2)c2ccccc2n1	-3%	4%	2%	1%	?	12%	-14%	-10%[46 µM]
CCCn1nc(NC(=O)c2ccco2)c2cc3ccccc3nc21	0%	15%[11.4 µM]	2%	?	?	-7%	i	-19%[46 µM]
O=C(NCCCc1ccccc1)C1CC(=O)N(c2ccc3c(c2)OCCO3)C1 (stereo not given)	0%	-4%	-5%	-7%	-8%	0%	-6%	-5%
CCN(c1ccccc1)c1cc(C)nc2nc(C)nn12	3%	1%	1%	2%	4%	10%	3%	-4%
CCC(C)NC(=O)CS(=O)Cc1nc(-c2cccc(C)c2)oc1C (stereo not given)	-7%	2%	2%	-1%	-7%	-4%	-11%	-10%
Cc1c(NC(=O)CN2C(=O)C3C4C=CC(C4)C3C2=O)c(=O)n(-c2ccccc2)n1C (stereo not given)	?	7%	-7%	3%	0%	-7%	-12%	-1%
OC1C=C2CCN3Cc4cc5c(cc4C(C1O)C23)OCO5 (stereo not given)	-14%	.	-6%	25µM*	0%	-49%[inhibitor]	i	.
O=C1NC2(CCCCC2)Oc2ccccc21	-4%	.	-4%	-2%	16µM*	19%	-1%	-1%
CC(C)(C)OC(=O)NCCCCCNC(=O)c1[nH]cnc1C(=O)N[C@@H](CCCCNC(=O)OC(C)(C)C)C(=O)OC(C)(C)C	-15%	5%	.	10%	-15%	.	-24%	.
CCOCC(=O)Nc1sc2c(c1C(=O)OCC)CCCC2	?	5%	-1%	2%	?	0%	-6%	-2%
Cc1ccc(-c2nc3ccccc3s2)cc1S(=O)(=O)N1CCCC1	-10%	.	-2%	-2%	-11%	-26%	-8%	?
COc1ccc(-n2c(O)c(/C=N/NS(=O)(=O)c3ccc(C)c([N+](=O)[O-])c3)c3ccccc3c2=O)cc1OC	?	-15%	-4%	?	?	-7%	-4%	?
Cc1cc(C)nc(SCC(=O)N2CCCCC2)n1	3%	-10%	-3%	-1%	?	-11%	-20%	-3%
CC(=O)Nc1ccc(C(=O)N(C)c2ccccc2)cc1	-9%	.	20%	-13%	-2%	-22%	6%	-2%
COc1cc(C(=O)NC(=S)Nc2cccc(-c3cc4ccccc4oc3=O)c2)cc(OC)c1OC	-6%	-6%	1%	-9%	14µM*	-10%	-6%	-4%
CCNS(=O)(=O)c1ccc(NC(=O)c2ccccc2OCC)cc1	-7%	.	5%	-1%	2%	25%	-2%	-14%
CCCCNC(=O)CNC(=S)N(Cc1ccc(C)cc1)Cc1ccco1	-16%	.	6%	-5%	32µM*	-10%	-13%	.
OCCCCNCc1ccc(OCc2ccccc2Cl)cc1	-3%	0%	-3%	6%	0%	-17%	-3%	1%
Cc1c(NS(=O)(=O)c2ccc(Br)s2)c(=O)n(-c2ccccc2)n1C	4%	.	1%	5%	-2%	-8%	i	8%
O=c1[nH]c2ccccc2nc1C(F)(F)F	9%	-14%	.	?	?	.	8%	.
COc1ccc(CCNC(=O)C23CN(Cc4ccccc4)CC2C(c2ccc([N+](=O)[O-])cc2)=NO3)cc1 (stereo not given)	-18%	-10%	3%	-2%	16µM*	-16%	-13%	-4%
CC(C)C1/C(=N/O)CC(c2ccccc2)NC1c1ccccc1 (stereo not given)	-18%	47%[activator]	.	-11%	.	.	-10%	.
SMILES	Tau fibril ThT	L3MBTL1 inh	KinaseGlo FLuc	JMJD2E inh	ALDH1A1 inh	SMN2 splice enh	RECQ1 helicase	LMNA splice mod
C=CCn1c(SCC(=O)c2c(C)[nH]c3ccccc23)nnc1-c1ccncc1	-1%	9%	1%	3%	6%	7%	i	-6%[46 µM]
O=C1OCCC1Sc1nnnn1-c1ccc(Cl)cc1 (stereo not given)	-6%	-1%	.	8%	1%	.	-7%	.
CCCCn1c(-c2csc(CC)c2)n[nH]c1=S	6%	-7%	-2%	-3%	?	-10%	-12%	?
CC1CCc2cc(F)ccc2N1S(=O)(=O)c1ccc(Cl)nc1 (stereo not given)	-8%	10%	-1%	-2%	?	-7%	-12%	?
COc1ccc(C2CC(C(F)(F)F)n3nc(C(=O)O)c(Br)c3N2)cc1 (stereo not given)	-10%	.	2%	7%	4%	4%	i	-8%
O=C(/C=C/c1c(F)cccc1Cl)c1ccc(O)cc1	?	-9%	.	3%	.	.	-8%	.
COC(=O)C(C#N)C(=C1C(=O)CC(C)(C)CC1=O)c1ccc(O)cc1 (stereo not given)	-2%	6%	0%	-3%	-3%	3%	-10%	10%
COc1cccc(CC2(CO)CCN(C(=O)NCCc3ccccc3)CC2)c1	-6%	-3%	0%	-18%	?	.	-9%	?
O=C(O)c1ccc(/C=C/c2nc3sc4c(c3c(=O)[nH]2)CCC4)cc1	-12%	?	-2%	?	16%	-13%	-12%	?
O=C(CC(SCCO)c1ccc2c(c1)OCO2)c1cccs1 (stereo not given)	?	-5%	10%	2%	10%	24%	i	?
Cc1ccc(S(=O)(=O)c2cc3c(=O)n4ccccc4nc3n(C)c2=N)cc1	-7%	0%	-3%	?	?	-10%	-14%	12%
Cc1ccc(C(=O)NNC(=O)CNc2cccc(Cl)c2)cc1	-7%	-2%	1%	-9%	7%	.	i	16%[46 µM]
CC(=O)NC(CCCN1C(=O)c2ccccc2C1=O)c1nnn(C)n1 (stereo not given)	7%	10%	-1%	8%	0%	2%	-3%	-3%
CCOC(=O)N1CCN(S(=O)(=O)c2ccc(C)cc2)C1	-3%	5%	.	2%	2%	.	i	.
Cc1ccc(NC(=O)N2CCCn3c(SCC(=O)c4ccccc4)nnc32)cc1	1%	2%	.	6%	.	.	-16%	.
COc1ccc(NC(=O)C(c2ccc(C)cc2)N(C)C(=O)c2cnccn2)cc1 (stereo not given)	-6%	.	4%	3%	4%	21%	i	-8%
CCOC(=O)c1c(C)[nH]sc1=S	-8%	10%	5%	?	?	3%	-9%	3%
COc1ccc(CSc2nnc(NC(C)=O)s2)cc1[N+](=O)[O-]	1%	3%	-1%	-7%	7%	1%	i	-6%[46 µM]
COc1ccc2nc(SCC(=O)Nc3ccccc3C)[nH]c2c1	-15%	-2%	-1%	-1%	?	-9%	-2%	10%
CC1CCCCN1C(=O)Nc1ccccc1Cl (stereo not given)	6%	-4%	3%	-4%	0%	0%	i	.
COc1ccc(-c2csc3ncn(-c4cccc(C)c4)c(=O)c23)cc1OC	-3%	2%	5%	8%	4%	.	i	.
CCCCn1nc2cc(C(=O)NCC3CC3)ccc2c1OCC	-1%	0%	-1%	?	?	-18%	-9%	7%
O=C(NCC1CCCO1)C1CCN(S(=O)(=O)c2cccc3nonc23)CC1 (stereo not given)	-10%	4%	3%	0%	-12%	-17%	i	1%
COCCNc1nc(C)nc2c1nc(-c1ccccc1)n2CCN1CCCCC1	-2%	.	-1%	?	?	-10%	-5%	.
C=CCNC(C(=O)Nc1cccc(OC)c1)c1ccccc1 (stereo not given)	-3%	?	1%	4%	?	4%	i	?

The last four compounds of the part above are carried over, then new ones follow:
SMILES	Tau fibril ThT	L3MBTL1 inh	KinaseGlo FLuc	JMJD2E inh	ALDH1A1 inh	SMN2 splice enh	RECQ1 helicase	LMNA splice mod
CCCCn1nc2cc(C(=O)NCC3CC3)ccc2c1OCC	-1%	0%	-1%	?	?	-18%	-9%	7%
O=C(NCC1CCCO1)C1CCN(S(=O)(=O)c2cccc3nonc23)CC1 (stereo not given)	-10%	4%	3%	0%	-12%	-17%	i	1%
COCCNc1nc(C)nc2c1nc(-c1ccccc1)n2CCN1CCCCC1	-2%	.	-1%	?	?	-10%	-5%	.
C=CCNC(C(=O)Nc1cccc(OC)c1)c1ccccc1 (stereo not given)	-3%	?	1%	4%	?	4%	i	?
COc1ccc(C2=NOC(C(=O)Nc3ccc(C)cc3)C2)cc1OC (stereo not given)	-18%	.	-4%	3%	-11%	-32%[inhibitor]	i	5%
CN(C)CCCn1c(NC(=O)C2CCCCC2)nc2ccccc21	-12%	-8%	-2%	0%	1%	-6%	3%	15%
Cc1ccc(NS(=O)(=O)c2ccccc2)c2c1CC(C)(C)O2	4%	.	5%	-2%	?	-22%	18%	5%
Cc1ccc(CC2S/C(=C(/C#N)C(=O)NCc3ccco3)N(c3ccccc3)C2=O)cc1 (stereo not given)	-11%	-4%	-9%	-10%	3%	-18%	-7%	10%
COCCNC(=S)N(CCc1c(C)[nH]c2ccc(F)cc12)Cc1cccs1	-13%	.	0%	-12%	?	-101%[inhibitor]	-12%	0%[9.22 µM]
CCN(CC)c1ccc(/C=N/N2CCOCC2)c(O)c1	?	-3%	-4%	?	?	8.9µM*	-6%	7%
Clc1ccc(OCc2nn3c(-c4ccco4)nnc3s2)cc1	?	-12%	-2%	-3%	22µM*	-33%[inhibitor]	-4%	?
O=C(N/N=C/c1ccc(OC(F)F)cc1OC(F)F)c1ccc(Br)cc1	3%	-3%	-2%	3%	5%	-21%	-1%	-11%
CCC(=O)O[C@]1(C(=O)CCl)[C@@H](C)C[C@H]2[C@@H]3CCC4=CC(=O)C=C[C@]4(C)[C@@]3(F)[C@@H](O)C[C@@]21C	?	-1%	0%	-4%	-2%	-34%[inhibitor]	-16%	?
Cc1nnc(SCC(=O)Nc2sc3c(c2C(N)=O)CCCC3)[nH]c1=O	-9%	3%	5%	-1%	-5%	-8%	-9%	13%
CC(C(=O)NCc1ccccn1)c1ccc([N+](=O)[O-])cc1 (stereo not given)	-7%	-1%	1%	16%	12%	2%	i	19%[46 µM]
